Screens as filed in PubChem BioAssay.
Pol kappa inh – qHTS for Inhibitors of Polymerase Kappa. AID 588579, 2011. purified Pol kappa, fluorescent DNA synthesis assay, 10 min. actives 0.53% (n = 400,000). Potency, µM (series often up to 107 µM), without a hit: at the highest dose activity, negative = inhibition, hits mostly inhibitors. DNA polymerase kappa (Homo sapiens), Q9UBT6; note: potency is the fitted concentration of half-maximal effect; % is set by controls: 0 for no effect and ±100 for the full control effect
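50 nM final substrate added after 15 min RT preincubation of 10 nM Pol kappa with compound; fluorescence read at 0 and 10 min.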
TRHR ag – qHTS for Small Molecule Agonists and Allosteric Enhancers of Human TRH Receptor: Primary Screen for Agonists | activation, % at 2 µM | Thyrotropin-releasing hormone receptor (Homo sapiens), P34981 | AID 493084, 2011 | TRHR cells, calcium flux fluo-8, FDSS agonist mode | actives 0.18% (n = 360,000); in the data active = activation above about 30%; note: 0% is about no effect
Target sequence (P34981 whole entry, looked up): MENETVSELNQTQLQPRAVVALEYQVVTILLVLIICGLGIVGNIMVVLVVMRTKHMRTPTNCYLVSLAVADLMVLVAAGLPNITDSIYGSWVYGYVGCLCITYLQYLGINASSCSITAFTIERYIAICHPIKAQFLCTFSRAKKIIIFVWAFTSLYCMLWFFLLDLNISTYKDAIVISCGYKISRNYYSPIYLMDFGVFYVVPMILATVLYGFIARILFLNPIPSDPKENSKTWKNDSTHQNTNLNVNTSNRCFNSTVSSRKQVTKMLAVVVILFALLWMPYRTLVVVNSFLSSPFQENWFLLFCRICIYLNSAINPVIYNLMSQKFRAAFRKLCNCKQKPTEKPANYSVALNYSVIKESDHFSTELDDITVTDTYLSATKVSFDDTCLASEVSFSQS
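Agonist-mode FDSS calcium read (Ex 480/Em 530, 1 s cycles) in 1536-well TRHR cells with fluo-8 dye, after 10-cycle baseline and 23 nL compound addition; TRH at EC20 (10 nM final) added afterwards for the enhancer phase.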
POLI inh – qHTS for Inhibitors of Polymerase Iota | DNA polymerase iota (Homo sapiens), Q9UNA4 | Pol iota fluorescent replication assay, 10 min | Potency, µM (doses to about 115 µM), inactives show at the highest dose activity, negative = inhibition, usual class: inhibitors | actives 1% (n = 390,000); note: potency is the fitted concentration of half-maximal effect
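Fluorescent replication assay read twice, at 0 min and 10 min after adding 50 nM (final) substrate. Enzyme (10 nM) and compounds were first incubated 15 min at room temperature; enzyme-free buffer wells were negative controls.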
ALOX12 inh – Primary qHTS assay for inhibitors of human arachidonate 12S-lipoxygenase (ALOX12): Round 2; actives 1.1% (n = 580,000); Polyunsaturated fatty acid lipoxygenase ALOX12 (Homo sapiens), P18054; AID 1671190, 2021; Potency, µM (highest dose often 108 µM), inactives show at the top dose activity change, negative = inhibition, hits mostly inhibitors; purified 12hLO, xylenol orange hydroperoxide absorbance; note: potency is the fitted concentration of half-maximal effect; % is set by controls: 0 for no effect and ±100 for the full control effect
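Purified human 12hLO at 150 nM in 25 mM Hepes, 0.01% Triton X-100, pH 7.0, preincubated 15 min at room temperature with compound. Reaction started with 40 uM arachidonic acid, 30 min at room temperature. Hydroperoxide measured by Fe-xylenol orange, 573/405 nm absorbance ratio.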
Anesthetic bind – qHTS Assay for Identification of Novel General Anesthetics | actives 0.074% (n = 350,000) | AID 485281, 2010 | Ferritin light chain (Equus caballus), P02791 | Potency, µM (highest dose often 77.5 µM), inactives show at the top dose activity change, negative = displacement, usual class: inhibitors | apoferritin/1-aminoanthracene competitive binding, fluorescence; note: potency is the fitted concentration of half-maximal effect; % is set by controls: 0 for no effect and ±100 for the full control effect; nearly all actives have a fitted effect of over 20% in size
Target sequence (P02791 2-175 limits assumed): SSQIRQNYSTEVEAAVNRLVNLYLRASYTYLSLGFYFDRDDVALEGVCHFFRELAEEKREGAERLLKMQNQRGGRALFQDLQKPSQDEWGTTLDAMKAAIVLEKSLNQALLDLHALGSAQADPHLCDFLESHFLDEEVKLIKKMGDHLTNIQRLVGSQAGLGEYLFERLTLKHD
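Horse-spleen apoferritin (10 uM) in 50% saturated 1-aminoanthracene in PBS was incubated 10 min at room temperature with compound. Fluorescence (ex 380, em 535 nm) was normalized to free and bound 1-AMA, with concentration-response fitted by a four-parameter Hill equation.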
POLB inh – qHTS Assay for Inhibitors of DNA Polymerase Beta | AID 485314, 2010 | Potency, µM (titrated, usually from 114 µM), inactives show at the highest dose activity change, negative = inhibition, actives largely listed as inhibitors | actives 1.3% (n = 340,000) | Pol beta primer extension/strand displacement, fluorescence kinetic; note: potency is the fitted concentration of half-maximal effect; % is set by controls: 0 for no effect and ±100 for the full control effect
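Preincubation: enzyme (10 nM) with compound, 15 min, RT. Reaction: substrate added to 50 nM final. Reads: 0 and 10 min. Analysis: normalized, Hill fit.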
BLM inh – qHTS Assay for Inhibitors of Bloom's syndrome helicase (BLM); RecQ-like DNA helicase BLM (Homo sapiens), P54132; recombinant BLM DNA unwinding, fluorescence dequenching; Potency, µM (series often up to 56.1 µM), for the others: top-dose activity change, negative = inhibition, most hits filed as inhibitors; actives 0.2% (n = 350,000); AID 2528, 2010;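 note: potency is the fitted concentration of half-maximal effect; plate controls were vehicle for no effect and no enzyme for full effect; nearly all actives have a fitted effect of over 35% in size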
APE1 inh – qHTS Assay for Inhibitors of the Human Apurinic/apyrimidinic Endonuclease 1 (APE1). DNA repair nuclease/redox regulator APEX1 (Homo sapiens), P27695. recombinant APE1, TAMRA/BHQ-2 abasic DNA cleavage fluorescence. Potency, µM (titrated, usually from 65.8 µM), without a hit: at the highest dose activity change, negative = inhibition, most hits filed as inhibitors. actives 0.35% (n = 350,000);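 note: potency is the fitted concentration of half-maximal effect; plate controls were vehicle for no effect and reference inhibitor for full effect; nearly all actives have a fitted effect of over 55% in size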
Target sequence (P27695 whole entry, looked up): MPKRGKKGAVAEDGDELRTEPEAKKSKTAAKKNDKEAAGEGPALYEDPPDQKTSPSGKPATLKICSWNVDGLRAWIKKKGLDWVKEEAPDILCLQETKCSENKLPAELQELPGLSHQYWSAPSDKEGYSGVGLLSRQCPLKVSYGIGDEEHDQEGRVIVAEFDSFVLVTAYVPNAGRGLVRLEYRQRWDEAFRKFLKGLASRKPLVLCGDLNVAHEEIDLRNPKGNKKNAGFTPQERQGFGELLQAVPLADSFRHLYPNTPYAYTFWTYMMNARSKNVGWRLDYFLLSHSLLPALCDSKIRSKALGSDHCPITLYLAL
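Substrate: short duplex with […] THF abasic site, 5'-TAMRA and 3'-BHQ-2, 50 nM final. APE1 at 0.75 nM, preincubated 15 min RT with compound. Fluorescence increase from first to third read measured activity.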
ERG Ets-DNA blk – qHTS for Small Molecule Inhibitors of the ERG Ets/DNA interaction; fluorescence polarization, His-ERG Ets domain / labelled DNA; Potency, µM (top dose mostly 76.9 µM), without a hit: top-dose FP activity, negative = inhibition, usual class: inhibitors; actives 0.028% (n = 370,000); Transcriptional regulator ERG (Homo sapiens), P11308; active = well fitted inhibition curve with a large enough effect in the polarisation, with a control signal flat; inconclusive = small, poorly fitted or top-dose-only effect, or effect the other way, or a change in a side signal; inactive = no such curve, though single readings can be large or run the other way; the % refers to the polarisation;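 note: polarization taken with two DNA probes labelled with fluorescein and Texas red; potency is the fitted concentration of half-maximal effect; % of control where 0% means no effect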
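His-tagged ERG Ets domain (1 uM in the protein solution; 300mM KCl, 50mM Tris-HCl, 1mM EDTA, 1mM DTT, pH 7.5) received compound, then a probe mix of 5 nM fluorescein-DNA and 100nM Texas-615-DNA. Fluorescence polarization was read for both dyes.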
* = called active by the depositor; u = inconclusive; x = no result given; & = joins results of further samples; [ ] = dose if it differs, or a comment. Unless noted, calls come from the whole dose curve; as a rule, active = well fitted curve in the direction sought with a large enough effect; inconclusive = small, poorly fitted or top-dose-only effect, or another doubt; inactive = no such curve, though single readings can be large; an effect the other way counts as inactive or inconclusive. An excerpt (hit frequency here may not be typical).

Order of results: ERG Ets-DNA blk	TRHR ag	POLB inh	BLM inh	Pol kappa inh	ALOX12 inh	APE1 inh	Anesthetic bind	POLI inh
- Cn1nc(C(F)(F)F)c(C(=O)Nc2ccc(F)cc2F)c1Oc1cccc(Cl)c1
→ -19%	-0.8	31%	-7%	-11%	6%	2%	-22%	-3%
- CCOC(=O)c1[nH]c(C)c(CCC(=O)N2CCN(c3ccc(Cl)cc3)CC2)c1C
→ 0%	-0.2	-8%	-2%	-11%[60.1 µM]	-13%	x	-14%	10%
- COc1ccc(N2CCN(S(=O)(=O)c3ccc(C4CCCCC4)cc3)CC2)cc1
→ -1%	0.8	0%	-1%	-18%	-23%	x	12%	17%
- Cc1ccc(C)c(OCCC(=O)Nc2ccc(S(=O)(=O)N3CCCC3)cc2)c1
→ 5%	1.4	x	x	-4%	324%[activator]	28%	x	u
- COc1ccc(CCNC(=O)CN(c2ccc(OC)c(OC)c2)S(=O)(=O)c2ccc(C)cc2)cc1
→ -8%	-0.7	50%	-3%	-5%	0%	14%	-2%	26%
- COCCOc1ccc(C(F)(F)F)cc1NC(=O)CN1C(=O)NC2(CCc3ccccc32)C1=O (centres undefined)
→ 1%	0.4	x	x	-14%	15%	-4%	x	51%[activator]
- CSc1nc(N(C)NC(=O)c2ccc(F)cc2)c2ccccc2n1
→ -5%	-0.1	-9%	-3%	-15%	-9%	-1%	7%	10%
- Cc1cccc(-c2nc3nc(C)cc(NC(C)c4ccccc4)n3n2)c1 (centres undefined)
→ 6%	0.6	-9%	-1%	1%[60.1 µM]	-3%	x	-15%	25%
- CC(C)Cc1n[nH]c(=O)[nH]1
→ 1%	-0.4	20%	3%	-1%	-2%	-5%	-10%	11%
- COc1ccccc1Oc1ccc2c(c1)C(=O)N(CC1CCCO1)C2=O (centres undefined)
→ -7%	-0.2	6%	-3%	-4%	u	2%	-1%	-11%[58.9 µM]
- O=C(NCCS(=O)(=O)NCCc1ccccc1)c1ccc2c(c1)OCO2
→ -13%	-0.6	x	x	-18%	0%	0%	x	16%
- O=C(Nc1ccc(Cl)cc1C(F)(F)F)c1ccccc1Cl
→ -1%	-0.4	19%	6%	-8%	9%	0%	-9%	174%[activator]
- O=c1cc(-c2ccccc2)nc2nc(-c3ccccc3)[nH]n12
→ -1%	0.1	1%	0%	5%	0%	-2%	3%	-11%
- CC(C)CN(CC(C)C)C1=N/C(=C\c2ccco2)C(=O)N1c1ccccc1
→ -13%	0.8	28µM*	-15%	-39%	u	-12%	-15%	u
- O=[N+]([O-])c1cc(-c2nc(-c3ccccc3)no2)ccc1NCC1CCCO1 (centres undefined)
→ -1%	0.5	-3%	-11%	-8%	-23%	x	-15%	1%

The closing 3 compounds of the part before come first, to join the parts:
Order of results: ERG Ets-DNA blk	TRHR ag	POLB inh	BLM inh	Pol kappa inh	ALOX12 inh	APE1 inh	Anesthetic bind	POLI inh
- O=c1cc(-c2ccccc2)nc2nc(-c3ccccc3)[nH]n12
→ -1%	0.1	1%	0%	5%	0%	-2%	3%	-11%
- CC(C)CN(CC(C)C)C1=N/C(=C\c2ccco2)C(=O)N1c1ccccc1
→ -13%	0.8	28µM*	-15%	-39%	u	-12%	-15%	u
- O=[N+]([O-])c1cc(-c2nc(-c3ccccc3)no2)ccc1NCC1CCCO1 (centres undefined)
→ -1%	0.5	-3%	-11%	-8%	-23%	x	-15%	1%
- N#Cc1cccnc1N1CCN(C(=O)c2cccs2)CC1
→ -4%	0.8	1%	-2%	-1%	0%	43%	-8%	50%[activator]
- O=C(NNS(=O)(=O)c1ccccc1F)c1cc(-c2ccccc2)n[nH]1
→ -4%	0.0	28%	2%	-8%	12%	0%	0%	1%
- O=C(CNC(=O)C1CCCCC1)NC1=NCCS1
→ x	0.3	11%	0%	-4%	-8%	5%	-18%	1%
- Cc1ccc(CSCCNC(=O)CN2C(=O)c3ccccc3S2(=O)=O)cc1
→ x	0.1	15%	4%	4%[60.1 µM]	-6%	2%	-14%	12%
- COc1ccccc1Cn1c(=O)c2ccccc2n2c(SCc3csc(C)n3)nnc12
→ x	-0.5	-5%	-1%	-5%[60.1 µM]	19%	3%	-19%	14%
- Cc1cc(CNC(=O)COc2ccc(C)c(C)c2)c2ccccc2n1
→ 9%	-2.6	-13%	2%	-3%	0%	3%	-14%	48%[activator]
- COc1cc2c(cc1OC)C(CCc1ccccc1)=NCC2
→ 9%	0.3	4%	-8%	-10%	294%[activator]	0%	258%[activator]	41%[activator]
- Cc1cc(C(=O)N/N=C/c2ccc3c(c2)OCO3)c2ccccc2n1
→ 10%	-0.7	-4%	-7%	7%	5%	0%	3%	-11%
- Cc1ncsc1CCOC(=O)c1cccc([N+](=O)[O-])c1
→ 3%&3%	-1.5&1.1	8%&39%	5%&-4%	-8%&-5%	u	0%&5%	u	9%&-21%
- COc1ccccc1N1CC(C(=O)Nc2nnc(SCC(=O)N3CCOCC3)s2)CC1=O (centres undefined)
→ 0%	0.2	-16%	3%	-2%	-4%	16%	-6%	-1%
- CSc1ccc(C#N)cc1NC(=O)c1cccc(Cl)c1
→ 8%	-0.1	10%	0%	-12%	-15%	-7%	-18%	-5%
- Cc1cccc(OCC(=O)Nc2ccc(N3CCN(S(C)(=O)=O)CC3)cc2)c1C
→ -6%	1.1	24%	0%	1%	5%	-4%	-4%	15%
- CCCCn1c(N)c(N(CCOC)C(=O)CSCc2ccc(Cl)c(Cl)c2)c(=O)[nH]c1=O
→ 1%	0.3	x	x	-12%	u	-1%	x	-1%
- O=C1c2ccccc2NC(c2ccccn2)N1c1ccccc1F (centres undefined)
→ -6%	-0.2	0%	0%	-6%	0%	0%	75%[activator]	1%
- Nc1cc(S(=O)(=O)Nc2ccccc2Cl)ccc1N1CCCC1
→ 12%	-0.1	3%	-4%	-9%	6%	-5%	-9%	14%

Pulled by structure from the list above (4):
Order of results: ERG Ets-DNA blk	TRHR ag	POLB inh	BLM inh	Pol kappa inh	ALOX12 inh	APE1 inh	Anesthetic bind	POLI inh
- COc1ccccc1Cn1c(=O)c2ccccc2n2c(SCc3csc(C)n3)nnc12
→ x	-0.5	-5%	-1%	-5%[60.1 µM]	19%	3%	-19%	14%
- Cc1cc(CNC(=O)COc2ccc(C)c(C)c2)c2ccccc2n1
→ 9%	-2.6	-13%	2%	-3%	0%	3%	-14%	48%[activator]
- O=C(CNC(=O)C1CCCCC1)NC1=NCCS1
→ x	0.3	11%	0%	-4%	-8%	5%	-18%	1%
- N#Cc1cccnc1N1CCN(C(=O)c2cccs2)CC1
→ -4%	0.8	1%	-2%	-1%	0%	43%	-8%	50%[activator]

Next structures
Order of results: ERG Ets-DNA blk	TRHR ag	POLB inh	BLM inh	Pol kappa inh	ALOX12 inh	APE1 inh	Anesthetic bind	POLI inh
- O=C(CSc1nnc(CCCO)n1-c1ccccc1)Nc1nccs1
→ -7%	0.2	20%	-1%	-6%	-19%	-5%	-6%	6%
- COc1ccc(/C(C)=N/NC(=O)c2ccncc2)cc1[N+](=O)[O-]
→ -7%	0.6	-3%	-6%	1%	38%[activator]	-2%	-17%	134%[activator]
- O=C(CN(CC1CCCO1)S(=O)(=O)c1ccc(S(=O)(=O)NCC2CCCO2)cc1)Nc1ccccc1 (centres undefined)
→ -2%	0.0	1%	3%	-8%	15%	5%	-24%	13%
- CCOc1ccccc1C(=O)Nc1ccc2nc(N(CC)CC)cc(C)c2c1
→ -11%	-0.1	3%	-8%	0%	0%	x	13%	26%
- O=C1NC(=S)SC1=Cc1ccccc1Br
→ -4%	x	x	x	-10%	u	x	x	u
- CCCn1cc(CN2CCC(Cc3ccccc3)(C(=O)OCC)CC2)c(C)n1
→ -3%	0.5	35%	-2%	-7%	-5%	-3%	-3%	48%[activator]
- CCOC(=O)N1CCN(S(=O)(=O)c2ccc(OCC(=O)OC)c(C)c2)CC1
→ 3%	-0.3	8%	-1%	0%	13%	0%	5%	-8%
- COc1ccc(CCNc2nc3c(-c4cccc(C(F)(F)F)c4)nnn3c3ccccc23)cc1OC
→ -3%	-0.3	-2%	-15%	8%	-16%	x	1%	31%
- COCc1cccc(C(=O)NC(c2ccccc2)c2ccccc2)c1
→ 1%	-1.3	24%	-3%	0%	-17%	9%	6%	28%
- COc1ccc(Br)cc1CN(C)C(=O)c1ccccc1OCc1c(C)noc1C
→ 12%	0.4	x	x	-2%	12%	-14%	x	14%
- O=C(NCc1cccnc1)c1cccc(S(=O)(=O)N2CCCC2)c1
→ 4%	-1.4	12%	-3%	-4%	-9%	55%[activator]	-5%	60%[activator]
- O=C(CSc1ccc(Cl)cc1)NC1=NN(c2ccccc2)C(=O)C1
→ 15%	0.5	-10%	-5%	-18%	u	19%	-16%	-11%
- Cc1cc(SCC(=O)NCC2CCCO2)nc2ccccc12 (centres undefined)
→ 15%	7.3	29%	2%	4%	-4%	-14%	-16%	36%
- CN(C)CCCN(C(=O)c1ccc2c(c1)OCCO2)c1nc2cc3c(cc2s1)OCO3
→ 3%	1.1	20%	-7%	-13%	-29%	2%	-7%	16%
